LmPK inh: qHTS Assay for Inhibitors of Leishmania Mexicana Pyruvate Kinase (LmPK) | 290,000 tested, 0.37% active | purified LmPK, Kinase-Glo ATP luminescence, 1 h | Q27686 | Potency, µM (highest dose often 57.5 µM), inactives show top-dose activity change, negative = inhibition, most hits filed as inhibitors; further: potency means the concentration at half of the fitted maximal effect
Target sequence (Q27686 whole entry, looked up): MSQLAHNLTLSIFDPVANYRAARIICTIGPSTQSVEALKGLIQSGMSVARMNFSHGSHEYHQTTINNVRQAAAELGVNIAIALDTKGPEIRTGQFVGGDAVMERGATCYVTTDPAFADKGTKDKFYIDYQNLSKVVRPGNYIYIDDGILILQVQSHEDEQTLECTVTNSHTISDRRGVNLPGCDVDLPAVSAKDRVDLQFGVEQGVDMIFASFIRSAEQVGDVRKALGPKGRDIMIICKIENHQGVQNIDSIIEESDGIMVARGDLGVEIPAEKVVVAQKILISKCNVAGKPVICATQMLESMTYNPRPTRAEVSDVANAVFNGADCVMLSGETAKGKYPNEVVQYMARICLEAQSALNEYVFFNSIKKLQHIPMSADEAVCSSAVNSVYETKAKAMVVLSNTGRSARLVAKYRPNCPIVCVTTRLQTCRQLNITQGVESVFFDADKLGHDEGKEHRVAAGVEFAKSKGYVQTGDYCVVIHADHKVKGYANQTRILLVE
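Purified LmPK (0.1 nM) with 0.5 mM PEP and 0.1 mM ADP in imidazole buffer pH 7.2 with MgCl2/KCl, 1 h at room temperature. ATP formed was read by luciferase luminescence and normalized to no-enzyme and uninhibited controls.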
HCV inh: qHTS Assay for Inhibitors of Hepatitis C Virus (HCV); Huh7.5.1 HCVcc-Cre infection, luciferase reporter, 44 h; Potency, µM (titrated, usually from 41.8 µM), for inactives: at the highest dose activity change, negative = inhibition, actives largely listed as inhibitors; 340,000 tested, 3.4% active; further: potency means the concentration at half of the fitted maximal effect
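Luciferase read-out (15 sec integration) after a 15 min room-temperature substrate step quantifies HCVcc-Cre infection. Cells, 1,000 per well, had compound added 4 h post-plating, then virus at ~0.5 moi, and were cultured 44 h.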
AmpC detergent: qHTS Inhibitors of AmpC Beta-Lactamase (assay with detergent) | 370,000 tested, 0.041% active | Potency, µM (series often up to 114 µM), inactives show top-dose activity change, negative = inhibition, most hits filed as inhibitors | AmpC hydrolysis of nitrocefin, absorbance 480 nm, 0.01% Triton;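 further: potency means the concentration at half of the fitted maximal effect; 0% = no-compound wells and -100% = no-enzyme wells; nearly all actives have a fitted effect of over 25% in size; some results filed as inactive show a strong effect at the top dose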
Target sequence (P00811 whole entry, looked up): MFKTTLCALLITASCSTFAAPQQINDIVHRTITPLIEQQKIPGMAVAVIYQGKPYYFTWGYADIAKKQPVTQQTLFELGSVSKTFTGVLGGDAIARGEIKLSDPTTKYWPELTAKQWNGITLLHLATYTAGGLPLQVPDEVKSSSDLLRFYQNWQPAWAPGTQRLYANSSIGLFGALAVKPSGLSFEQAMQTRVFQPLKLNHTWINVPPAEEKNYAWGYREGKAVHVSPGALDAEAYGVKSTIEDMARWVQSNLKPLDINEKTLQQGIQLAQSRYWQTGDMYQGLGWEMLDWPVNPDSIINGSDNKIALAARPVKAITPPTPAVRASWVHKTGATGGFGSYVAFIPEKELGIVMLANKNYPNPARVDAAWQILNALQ
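20 mM phosphate pH 7.0 + 0.01% (detergent screen) or 0.0001% Triton X-100; 5.3 nM AmpC reagent; cpd preinc 15 min RT; nitrocefin (800 uM stock) to start; A480 q20 s × 4 min; Activity was normalised to no-enzyme and no-compound control wells.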
HCMV inh: qHTS Assay for inhibitors of the human cytomegalovirus (HCMV) | HFF cells, HCMV-luciferase reporter, 72 h; active compounds read low | activity change, negative = inhibition, % at 57.5 µM | 410,000 tested, 4.5% active | AID 1259415, 2018; in the data active means activity change below about -60%; inconclusive means no clear call, values can overlap the other calls; inactive means above about -39%
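Steps: HFFs plated, 16 h 37C; compounds added; HCMV-luciferase added to MOI 1 PFU/cell; 72 h 37C; OneGlo reagent, 5 min room temperature; luminescence read, normalized to controls.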
AMA1-RON2 inh: qHTS for Inhibitors of AMA1-RON; Towards Development of Antimalarial Drug Lead: Primary Screen. Plasmodium falciparum AMA1 (3D7) - RON2 peptide interaction. AlphaScreen AMA1-biotinylated RON2 peptide binding. Potency, µM (doses to about 58.2 µM), for the others: top-dose activity change, negative = inhibition, actives largely listed as inhibitors. 360,000 tested, 0.2% active;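 further: potency means the concentration at half of the fitted maximal effect; 0% = vehicle wells and -100% = peptide control; nearly all actives have a fitted effect of over 45% in size; some results filed as inactive show a strong effect at the top dose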
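AMA1 (3D7) with his tag at 25 nM final met compounds first, then biotinylated RON2 peptide at 25 nM; detection used donor plus acceptor beads, 10 µg/mL apiece, read by AlphaScreen after 30 min at room temperature.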
TbPYK inhibitor: qHTS of Trypanosoma Brucei Inhibitors | pyruvate kinase (Trypanosoma brucei), Q57TT1 | TbPYK enzyme, Kinase-Glo Plus ATP luminescence, 45 min | Potency, µM (highest dose often 76.8 µM), without a hit: at the top dose activity, negative = inhibition, actives largely listed as inhibitors | 410,000 tested, 0.12% active; further: potency means the concentration at half of the fitted maximal effect; nearly all actives have a fitted effect of over 50% in size
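T. brucei PYK with substrate was exposed to pin-transferred compounds across a concentration series, then started with 130 uM ADP (final). After 45 min at room temperature, Kinase-Glo Plus luminescence was read, normalized and curve-fitted.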
AmpC no deterg: qHTS Inhibitors of AmpC Beta-Lactamase (assay without detergent) | P00811 | 330,000 tested, 0.52% active | Potency, µM (series often up to 57.1 µM), inactives show top-dose activity change, negative = inhibition, most hits filed as inhibitors | AmpC nitrocefin hydrolysis, absorbance 480 nm, 0.0001% Triton;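 further: potency means the concentration at half of the fitted maximal effect; plate controls were no compound for no effect and no enzyme for full effect; nearly all actives have a fitted effect of over 20% in size; some results filed as inactive show a strong effect at the top dose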
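20 mM phosphate pH 7.0 + 0.01% (detergent screen) or 0.0001% Triton X-100; 5.3 nM AmpC reagent; cpd preinc 15 min RT; nitrocefin (800 uM stock) to start; A480 q20 s × 4 min; Activity was normalised to no-enzyme and no-compound control wells.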
The depositor's hits bear a star; u = inconclusive; x = no result given; & = joins results of further samples; [ ] = dose if it differs, or a comment. Unless noted, the call rests on the fitted dose curve; in most records, active means well fitted curve in the direction sought with a large enough effect; inconclusive means small, poorly fitted or top-dose-only effect, or another doubt; inactive means no such curve, though single readings can be large; an effect the other way counts as inactive or inconclusive. Unless noted, on the % scale 0 is the no-effect control and ±100 the full control effect.

Each structure is followed by: LmPK inh | HCV inh | AmpC detergent | HCMV inh | AMA1-RON2 inh | TbPYK inhibitor | AmpC no deterg
1) CSCCC(NC(=O)c1ccccc1)C(=O)NNC(=O)c1ccccc1 (stereo not drawn)
  x | 3% | x | -62* | 29% | -2% | -30%
2) Cc1ccc(C(=O)c2cc([N+](=O)[O-])ccc2N2CCOCC2)cc1
  3% | u | -17% | -15 | -1% | -19% | -7%
3) CC1CN(C(=O)c2cc3c(s2)CCC3)CC(C)O1 (stereo not drawn)
  0% | 7% | -1% | 4 | -15% | -34% | -6%
4) Cc1ccc(NC(=O)CSc2nc(N)cc(N)n2)cc1S(=O)(=O)N1CCOCC1
  -1% | 4% | 3% | 0 | -1% | -12% | -12%
5) CC(C)C(NC(=O)c1ccc(Cl)cc1)C(=O)NCC1CCCO1 (stereo not drawn)
  2% | 19% | 1% | -13 | 3% | -4% | -6%
6) C/C(=N\N=C1\NC(=O)CC(C(=O)O)S1)c1ccc(F)cc1 (stereo not drawn)
  0% | 0% | -1% | -31 | 32%[activator] | -24% | -2%
7) CC(=O)Nc1c(I)c(NC(C)=O)c(I)c(C(=O)O)c1I
  -15%&-2% | u | u | -34&-3 | -4%&16% | -10%&12%&-7% | 8%&-4%&-11%
8) Cc1sc2c(c1C)C(=O)/C(=C\Nc1ccncc1)S(=O)(=O)N2C
  -2% | 7% | -4% | u | -1% | -5% | 13%
9) CCOC(=S)SCC(=O)Nc1nc(-c2ccc(Br)cc2)cs1
  3% | u | u | -100* | -10% | 1% | -39%
10) CS(=O)(=O)c1ccc(Sc2nc3ccccc3s2)c([N+](=O)[O-])c1
  3% | u | -13% | x | -20% | 4% | -5%
11) CC(CN1CCN(C)CC1)OC(=O)c1ccccc1Cl (stereo not drawn)
  -6% | 8% | -12% | -26 | -8% | -5% | -8%
12) CS(=O)(=O)N1CCN(C2CCN(Cc3ccccc3)CC2)CC1
  -5% | 15% | u | 27 | 2% | 3% | -23%
13) CCCCN(C(=O)c1cc(Cl)nc2ccccc12)c1c(N)n(Cc2ccccc2)c(=O)[nH]c1=O
  x | 21% | -13% | -40 | -14% | 1% | -36%
14) COc1ccc(NC(=O)C2CC(=O)N(c3ccccc3F)C2)cc1S(=O)(=O)N1CCCCC1 (stereo not drawn)
  x | x | x | -25 | 0% | 0% | x
15) COc1cccc(CN(C(=O)c2cccs2)C2CCS(=O)(=O)C2)c1 (stereo not drawn)
  -3% | 4% | -2% | -13 | 2% | 2% | -18%
16) O=C1CCC(=O)N1c1ccc(S(=O)(=O)Nc2cccc(Br)c2)cc1
  -3% | 10% | -7% | u | 13% | 2% | -1%
17) O=C(/C=C/c1ccco1)NC1=NCCS1
  -11% | 9% | 1% | 8 | 5% | -6% | -17%
18) COc1ccc(N(CC(=O)N2CCOCC2)S(=O)(=O)c2ccccc2)cc1Cl
  -4% | 21% | -3% | -13 | -8% | 4% | 302%[activator]
19) CCOC(=O)Nc1cccc(Nc2ccccc2)c1
  0% | -25% | -1% | 25 | -15% | 3% | -32%
20) CCOC1=C2CN(S(=O)(=O)c3ccc(C)cc3)[C@H](c3ccccc3)C[C@@H]2N(S(=O)(=O)c2ccc(Br)cc2)[C@H](c2ccccc2)C1
  x | x | x | u | 27% | -10% | x
21) CCOc1ccc(C(=O)c2cn(CC(=O)Nc3ccc(OC)cc3)c3cc4c(cc3c2=O)OCCO4)cc1
  x | x | 6% | 2 | x | -1% | x
22) CCOC(=O)C1CCN(S(=O)(=O)c2ccc(NC(=O)OC)cc2)CC1
  -13% | u | -5% | 31 | -15% | 1% | -16%
23) O=C(CCC(=O)N1CCN(C(=O)c2ccco2)CC1)c1ccc(F)cc1
  0% | 9% | 3% | -25 | -6% | -30% | -20%
24) COc1ccc([C@H]2CC(=O)C=C(c3cccc(Br)c3)C2)cc1OC
  x | u | x | 19 | u | -10% | 69%[activator]
25) O=C(Cn1c(NCCO)nc2ccccc21)c1ccc([N+](=O)[O-])cc1
  2% | 11% | -6% | -33 | u | 0% | -11%
26) CCCCNc1c([N+](=O)[O-])cc(C(=O)O)cc1[N+](=O)[O-]
  2% | 46%[activator] | -6% | -3 | -11% | -1% | 24%[2.29 µM]
27) Nc1ncnc2c1nc(-c1ccccc1)n2C1OC(CO)C(O)C1O (stereo not drawn)
  x | x | x | 11 | 0% | -13% | x
28) Nc1cc(=O)[nH]c(=O)n1CCCc1ccccc1
  x | 1% | x | -73* | -2% | 6% | x
29) COc1ccc(NC(=O)c2cc(S(=O)(=O)N3CCCCC3)c[nH]2)cc1
  -10% | -2% | u | 33 | -4% | 5% | -26%
30) O=C(O)[C@H](Cc1ccccc1)NC(=O)N1CCOCC1
  -6% | 13% | -13% | 5 | 14% | -1% | -11%
31) COc1ccc(C(CCN2CCCC2)c2c(OC)cc(OC)c3c(-c4ccccc4)cc(=O)oc23)cc1 (stereo not drawn)
  2% | -4% | 7% | -23 | -9% | -3% | 157%[activator]
32) Cc1ccccc1NC(=O)C1CCCN(C(=O)NCc2ccccc2)C1 (stereo not drawn)
  7% | 5% | -4% | -18 | 7% | -3% | 2%
33) CCN(CC)CC(=O)Nc1scc2c1c(=O)oc1ccccc12
  -2% | -19% | -7% | 33 | 35%[activator] | 4% | 5%
34) CN(C)CCCN=Cc1c(O)n(CCc2ccc(F)cc2)c(=O)[nH]c1=O
  -4% | 2% | 4% | 8 | 0% | 1% | -17%
35) Cc1nn(C)c(Cl)c1C(=O)NC(C(=O)O)c1ccccc1 (stereo not drawn)
  7% | 18% | 2% | -32 | -3% | 0% | -18%
36) C=CCC[C@@H](Cc1ccc(F)cc1)C(=O)OCCNC(=O)[C@@H](CC=C)CC(=O)N[C@@H](CO)Cc1ccccc1
  x | 8% | x | -20 | 13% | 2% | 91%[activator]
37) C=C(C)CSc1nnc([C@@H]2CCCN2)o1
  -8% | -20% | -2% | 1 | 47%[activator] | 3% | 0%
38) COc1ccc(CCNC(=O)Cn2c(=O)n(-c3ccc(C)c(F)c3)c(=O)c3sccc32)cc1OC
  2% | u | 2% | u | 0% | -4% | 3%
39) CC(C)=CCN1CCN(Cc2cccc3c2OCO3)CC1CCO (stereo not drawn)
  2% | 7% | 0% | 30 | 12% | 3% | -3%
40) Cc1cc2nn(-c3ccc(F)cc3)nc2cc1N
  -25% | -23% | 0% | 107 | -3% | -11% | -21%
41) CCOC(=O)Cc1nnc(NC(=O)C(CC)Sc2nncn2C)s1 (stereo not drawn)
  2% | 14% | u | 72 | 38%[activator] | -2% | -5%
42) COc1ccc(/C=N/NC(=O)Nc2cccc3nsnc23)cc1
  3% | -3% | 0% | -17 | 5% | 3% | -2%
43) CCOc1ccc(S(=O)(=O)Nc2ccc(C(=O)NCC(c3ccccc3)N(C)C)cc2)cc1 (stereo not drawn)
  1% | x | -1% | -4 | 2% | -4% | -12%
44) O=C(c1ccc(-c2ccccc2)cc1)C1CCCN(Cc2ccn[nH]2)C1 (stereo not drawn)
  2% | -27% | -5% | -3 | 7% | -7% | 46%
45) CC(C)c1ccc(S(=O)(=O)N2CCN(Cc3cccc(F)c3)CC2)cc1
  x | x | 10% | -4 | x | 15% | x
46) O=C1CCCN1c1ccc(S(=O)(=O)NCc2ccco2)cc1
  4% | u | -18% | 29 | 4% | 6% | -11%
47) O=C(Cn1c(C(F)(F)F)nc2ccccc21)N/N=C/c1ccco1
  -1% | -6% | u | -2 | -8% | 15% | -12%
48) CC1(C(=O)NS(=O)(=O)c2ccc(Cl)s2)CCN1C(=O)C1(c2ccccc2)CCCC1 (stereo not drawn)
  x | x | x | 19 | -3% | 1% | x
49) Cc1ccc(C(=O)N2CC(=O)NC(=O)C2)cc1
  -11% | 12% | -16% | 0 | 1% | 3% | -37%
50) CC1CN(C(=O)/C=C/c2ccc([N+](=O)[O-])s2)CC(C)O1 (stereo not drawn)
  0% | u | u | -68* | -6% | -2% | -40%
51) N#CCCN(Cc1cccnc1)C(=S)Nc1ccc(OC(F)F)cc1
  0% | 11% | -3% | -20 | 6% | 1% | 1%[11.4 µM]
52) CSc1ccccc1C(=O)OCC(=O)Nc1c(C)n(C)n(-c2ccccc2)c1=O
  x | x | x | 20 | -3% | 1% | x
53) CCOC(=O)c1nc(Nc2ccc(Nc3ccccc3)cc2)c2ccccc2n1
  10% | 11µM* | -9% | u | u | 0% | -25%
54) CCOC(=O)C1=C(C)NC(SCC(=O)O)=C(C#N)C1c1ccco1 (stereo not drawn)
  7% | 13% | u | 28 | -3% | -23% | -23%

Entries shown so far containing a thiophene ring, fused or not, in the order listed:
Each structure is followed by: LmPK inh | HCV inh | AmpC detergent | HCMV inh | AMA1-RON2 inh | TbPYK inhibitor | AmpC no deterg
3) CC1CN(C(=O)c2cc3c(s2)CCC3)CC(C)O1 (stereo not drawn)
  0% | 7% | -1% | 4 | -15% | -34% | -6%
8) Cc1sc2c(c1C)C(=O)/C(=C\Nc1ccncc1)S(=O)(=O)N2C
  -2% | 7% | -4% | u | -1% | -5% | 13%
15) COc1cccc(CN(C(=O)c2cccs2)C2CCS(=O)(=O)C2)c1 (stereo not drawn)
  -3% | 4% | -2% | -13 | 2% | 2% | -18%
33) CCN(CC)CC(=O)Nc1scc2c1c(=O)oc1ccccc12
  -2% | -19% | -7% | 33 | 35%[activator] | 4% | 5%
38) COc1ccc(CCNC(=O)Cn2c(=O)n(-c3ccc(C)c(F)c3)c(=O)c3sccc32)cc1OC
  2% | u | 2% | u | 0% | -4% | 3%
48) CC1(C(=O)NS(=O)(=O)c2ccc(Cl)s2)CCN1C(=O)C1(c2ccccc2)CCCC1 (stereo not drawn)
  x | x | x | 19 | -3% | 1% | x
50) CC1CN(C(=O)/C=C/c2ccc([N+](=O)[O-])s2)CC(C)O1 (stereo not drawn)
  0% | u | u | -68* | -6% | -2% | -40%

Screening data from PubChem.

No enrichment for hits; about 7.5% have a hit in one of these screens.
